HTR5A ag – HTR5A agonists in luminescence cell assay, primary screen, counter-screen for OPRM1-OPRD1 heterodimer agonist project, full-deck HTS; 5-hydroxytryptamine receptor 5A (Homo sapiens), P47898; cell-based; activation, % at 9.3 µM; 340,000 tested, 0.61% active; AID 504692, 2011; in the data active = activation mostly above about 9.5%, no sharp cut-off; inactive = mostly below about 7.6%;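 also: 0% = cells with vehicle only and 100% = reference agonist; strong numbers were not always called active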
Target sequence (P47898 whole entry, looked up): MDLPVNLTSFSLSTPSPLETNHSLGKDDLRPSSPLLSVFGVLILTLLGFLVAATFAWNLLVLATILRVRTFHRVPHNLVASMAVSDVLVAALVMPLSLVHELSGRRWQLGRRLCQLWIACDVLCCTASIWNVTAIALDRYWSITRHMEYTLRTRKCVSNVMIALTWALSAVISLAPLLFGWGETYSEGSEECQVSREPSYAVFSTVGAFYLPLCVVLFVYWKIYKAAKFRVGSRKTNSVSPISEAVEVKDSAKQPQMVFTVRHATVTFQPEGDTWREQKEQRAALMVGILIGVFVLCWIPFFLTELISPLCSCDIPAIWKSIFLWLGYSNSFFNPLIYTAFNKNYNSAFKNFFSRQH
CDK5 inh – inhibitors of human CDK5/p35 kinase, primary screen, biochemical, single concentration | Cyclin-dependent kinase 5 (Homo sapiens) + Cyclin-dependent kinase 5 activator 1 (Homo … | Recombinant CDK5/p35, ADP-Glo luminescence, 60 min | inhibition, % at 10 µM | 330,000 tested, 0.01% active | AID 488839, 2010;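 active = highest replicate inhibition of at least 50% and at least 75% of replicates reaching 50%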;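 also: plate controls were DMSO neutral control for no effect and GW8510 at 10 µM for full effect; many of its hits are not listed in these tables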
phage Ecoli inh – growth loss of phage-infected E. coli, primary screen, RecBCD inhibitor project, absorbance, with phage, HTS; inhibition, % at 11.9 µM; 360,000 tested, 0.26% active; in the data active = inhibition above about 11%
Mot1-301 SUMO – yeast Mot1-301 growth rescue at high temperature, primary screen, SUMOylation pathway inhibitor project, S. cerevisiae, ATP luminescence, 38.5C; 320,000 tested, 1% active; growth rescue, % at 18.8 µM; S. cerevisiae Mot1-301 growth rescue; percent above DMSO median, 100 means doubled;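 active = every valid replicate shows activation above 250% relative to neutral control wells; inactive = the rest, any valid replicate at or below 250%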;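 also: OY570 slx delta 5 strain wells were the positive control but not used for scaling; some compounds called inactive have numbers as strong as hits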
PKA-R2B act – activators of PKA-R2B holoenzyme, primary screen, biochemical, fluorescence polarization, Cy5-IP20, human; cAMP-dependent protein kinase catalytic subunit beta (Homo sapiens) + cAMP-dependent …; PKA-R2B holoenzyme dissociation; R2B truncated from residue 108, S112A mutant; 0% DMSO only, 100% 113 µM cGMP; activation, % at 11.4 µM; 340,000 tested, 0.079% active; AID 504700, 2011;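 active = activation above a cutoff set at the mean over all compounds plus 3 SD, cut at about 18% in these data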;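 also: higher means more holoenzyme dissociation and a rise in polarization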
PKA-R1A activ – activators of PKA-R1A holoenzyme, primary screen, biochemical, fluorescence polarization, Cy5-IP20, bovine R1A, mouse PKAc; PKA-R1A dissociation; scaled: DMSO 0%, 113 µM cGMP 100%; activation, % at 11.4 µM; 340,000 tested, 0.083% active;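 active = percent activation above the mean of all tested compounds plus 3 SD, cut at about 19% in these data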;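 also: higher means more PKAc released from R1A so a rise in polarization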
AddAB inh – growth inhibition of E. coli expressing H. pylori AddAB, primary screen, AddAB inhibitor project, absorbance; inhibition, % at 11.9 µM; 330,000 tested, 0.29% active; in the data active = inhibition above about 12%;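 also: 0% = vehicle wells of infected cells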
DAGLB inhibitor – DAGLB lipase inhibitors, primary screen, biochemical, fluorescence, HTS | inhibition, % at 5.17 µM | 340,000 tested, 0.059% active | AID 504411, 2011 | HEK293T DAGLB membrane lysate, EnzChek fluorogenic substrate | Diacylglycerol lipase-beta (Homo sapiens), Q8NCG7; in the data active = inhibition above about 34%;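 also: 0% = enzyme with vehicle and 100% = wells lacking enzyme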
Target sequence (Q8NCG7 whole entry, looked up): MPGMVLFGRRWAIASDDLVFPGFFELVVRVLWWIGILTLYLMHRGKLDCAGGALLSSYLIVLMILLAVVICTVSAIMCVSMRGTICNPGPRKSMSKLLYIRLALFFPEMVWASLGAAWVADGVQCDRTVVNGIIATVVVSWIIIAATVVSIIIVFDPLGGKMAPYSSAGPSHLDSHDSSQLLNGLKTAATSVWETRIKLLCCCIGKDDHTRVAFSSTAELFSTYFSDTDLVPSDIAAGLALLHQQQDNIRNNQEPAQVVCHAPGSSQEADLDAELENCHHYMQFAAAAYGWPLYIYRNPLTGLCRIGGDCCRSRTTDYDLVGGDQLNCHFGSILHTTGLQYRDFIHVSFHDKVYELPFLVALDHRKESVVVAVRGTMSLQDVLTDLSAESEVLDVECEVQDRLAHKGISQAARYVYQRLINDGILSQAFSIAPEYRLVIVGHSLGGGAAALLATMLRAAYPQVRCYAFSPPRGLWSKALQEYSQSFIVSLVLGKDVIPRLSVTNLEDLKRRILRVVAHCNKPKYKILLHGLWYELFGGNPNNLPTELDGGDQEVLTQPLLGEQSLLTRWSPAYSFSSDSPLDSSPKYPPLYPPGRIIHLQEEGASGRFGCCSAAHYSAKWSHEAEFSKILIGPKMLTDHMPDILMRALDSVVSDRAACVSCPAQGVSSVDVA
Tat transport – E. coli Tat export inhibitors, primary screen, MC4100, TorA-mCherry reporter, fluorescence, single point | inhibition, % at 10 µM | AID 488895, 2010 | 340,000 tested, 0.036% active;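 active = mean replicate inhibition at least 50% and at least half of replicates individually reaching 50%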;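 also: exported cargo escapes ClpAP degradation while cytoplasmic cargo is degraded and loses fluorescence; 0% = median of neutral control wells and 100% = median of NaSCN control wells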
Ecoli viability – E. coli V3065 growth inhibition, primary screen, counter-screen for AddAB inhibitor project, absorbance, OD600. 330,000 tested, 0.27% active. inhibition, % at 11.9 µM. 18 h;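 active = inhibition above the campaign's mean inhibition across all tested compounds plus 3 SD, cut at about 9.9% in these data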;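 also: uninfected addAB+ strain grown without phage in ampicillin broth; 0% = DMSO wells and 100% = ciprofloxacin 0.95 µg/ml wells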
HTR5A inv ag – HTR5A inverse agonists in luminescence cell assay, primary screen, counter-screen for OPRM1-OPRD1 heterodimer inverse agonist project, full-deck HTS. 340,000 tested, 0.083% active. 5-hydroxytryptamine receptor 5A (Homo sapiens), P47898. AID 504634, 2011. inhibition, % at 9.3 µM. HTR5A cell line, inverse agonism; in the data active = inhibition mostly above about 23%, no sharp cut-off; inactive = mostly below about 18%;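 also: 0% = cells with DMSO and 100% = no-cell wells with DMSO; some compounds called inactive have numbers as strong as hits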
The depositor's hits bear a star; . = no result given; + = active, no number.

compound,HTR5A ag,CDK5 inh,phage Ecoli inh,Mot1-301 SUMO,PKA-R2B act,PKA-R1A activ,AddAB inh,DAGLB inhibitor,Tat transport,Ecoli viability,HTR5A inv ag
O=C(CCC(=O)N(CC(=O)NC1CCCCC1)Cc1ccco1)Nc1nccs1,1.9,-1.4,2.2,-12.8,-2.3,-0.2,2.6,-0.9,1.7,-0.3,-4.5
Cc1ccc(CS(=O)(=O)c2ccc(C(=O)N3CCCCC3)cc2[N+](=O)[O-])cc1,2.6,0.2,-1.6,-13.9,1.0,-3.6,2.3,-1.5,0.6,-3.9,-6.5
COc1ccc(CN2C(=O)C(CC(C)C)Nc3ncnc(N4CCCCC4)c32)cc1 (stereo unspecified),0.6,-0.3,-0.9,-16.8,-4.5,-16.8,2.2,2.8,4.5,1.6,6.8
O=C(CO/N=C/c1ccc(OC(F)F)cc1)NC1CCCCC1,5.0,-0.2,2.1,13.5,-2.7,-23.4,-0.3,-2.2,0.5,-0.3,-13.8
CCOC(=O)c1cnc2c(-c3ccccc3)c(-c3ccccc3)nn2c1C,-0.4,1.5,0.8,166.3,-5.5,-5.9,0.2,-13.3,-0.9,-5.2,1.3
Cc1noc(NS(=O)(=O)c2ccc(NC(=O)CSc3nc4c(cc3C#N)CCC4)cc2)c1C,3.4,0.8,2.7,-2.1,5.3,12.0,2.3,2.2,3.8,1.8,-10.2
Fc1ccccc1NC(=S)N1CCN(Cc2ccccc2)CC1,2.6,0.5,2.5,69.2,7.7,7.2,-0.2,-1.3,-4.5,-1.5,4.8
COc1ccc(NC(=O)CSc2nc3nc(C)cc(C)c3c(=O)[nH]2)cc1,1.9,-3.6,1.0,28.5,1.3,4.5,0.1,1.7,3.8,-3.7,-7.9
O=C1CC(c2ccccc2)c2ccc(O)cc2O1 (stereo unspecified),-3.4,1.0,2.2,+,-5.1,-4.9,1.4,5.7,2.6,1.5,8.5
COc1ccc(-c2cc(C(=O)NCCN3CCOCC3)no2)cc1OC,-2.3,-1.7,1.1,-6.7,-6.8,-1.3,2.7,0.2,-3.4,-1.3,6.6
CCOC(=O)c1c(CNCCN(CC)CC)n(C)c2cc(Br)c(OC)cc12,5.8,0.3,-1.2,-8.5,-1.6,-6.8,-3.4,0.1,-9.0,-5.0,-14.9
O=C(NCc1ccccc1Cl)C1CCCN(c2ncnc3c2nc2n3CCCCC2)C1 (stereo unspecified),-2.7,4.2,0.7,249.8,-4.6,-5.5,1.9,-1.8,-1.3,2.3,4.5
Cc1cc(C)n(/C(=C\N(C)C)C(=O)c2ccc(Cl)cc2)n1,-3.6,1.5,-1.9,-22.5,-8.5,-9.8,-0.5,0.7,-2.6,-0.2,9.9
O=C(Cc1c(F)cccc1Cl)Nc1cc(S(=O)(=O)N2CCOCC2)ccc1N1CCOCC1,1.6,0.3,2.4,.,-5.0,5.0,.,2.7,3.6,.,-5.6
Cc1nn(-c2cc(N(S(C)(=O)=O)S(C)(=O)=O)c(Cl)cc2Cl)c(=O)n1C,0.5,-1.8,3.8,290.0,-9.4,7.2,-0.2,2.0,10.2,-0.9,-1.2
CC1=C(C(=O)Nc2ccc(CC(=O)NCc3ccc(OC(C)C)cc3)cc2)SCCO1,0.1,-1.6,0.6,5.1,-3.2,-6.0,2.2,0.4,0.8,-1.4,24.2
CCc1ccccc1NC(=O)CN(C1CCCCC1)S(C)(=O)=O,-1.7,-1.2,2.5,-5.0,5.9,-1.1,-0.3,-0.7,-11.0,-2.2,6.5
Cc1ccccc1NC(=O)c1ccc(COc2ccc3c(C)cc(=O)oc3c2)cc1,1.6,-0.6,4.0,-18.6,-8.1,-6.5,2.3,-0.6,4.9,-2.6,-4.2
CCCCN(C(=O)NC(=O)Nc1ccccc1OC)S(C)(=O)=O,9.7,-3.5,0.6,-10.1,-17.3,-3.4,2.6,-0.6,-10.9,-0.9,-25.5
Cc1ccc(S(=O)(=O)N2CCN(S(=O)(=O)N3CCCCC3)CC2)cc1,-3.1,-1.8,2.0,-4.4,-3.5,0.7,-0.2,0.1,0.0,-2.6,-42.0
COc1ccc(CSc2nnc(SCc3ccc([N+](=O)[O-])cc3)s2)cc1,4.1,3.9,0.3,-0.7,13.5,18.6*,1.6,-7.7,0.5,1.0,-10.8
O=C(NC(=S)Nc1nc(-c2ccc(Br)cc2)cs1)c1cccnc1,0.2,0.0,2.9,-17.0,-9.9,-3.1,0.7,0.6,-2.9,-0.9,1.4
CCNC(=O)N(CC)C[C@H]1N[C@@](CC)(C(=O)OC)[C@H]2C(=O)N(Cc3ccccc3)C(=O)[C@@H]12,0.5,1.3,2.3,.,-12.4,-2.6,1.9,-5.0,-9.4,-2.7,-1.8
CC(=O)N1CCc2cc(S(=O)(=O)CCC(=O)N3CCC(C)CC3)ccc21,2.0,2.7,2.4,-0.7,8.0,-3.4,2.4,1.2,0.6,0.8,4.5
CCn1cc(C(=O)NCCC(C)C)c(=O)c2cc(F)c(N3CCN(C(=O)c4ccco4)CC3)cc21,-1.7,2.3,3.3,-2.9,-3.5,-4.3,26.5*,3.6,3.2,16.0*,-14.4
CC/C(C)=C1\SC(N2CCOCC2)=NC1=O,-5.3,-2.5,3.6,9.0,5.7,8.4,2.7,-2.8,-8.6,-0.3,1.2
Cc1ccc(NS(=O)(=O)c2ccc(Cl)s2)cc1S(=O)(=O)N(C)C,4.5,-0.1,3.8,10.4,-12.7,4.0,4.0,2.3,-5.5,-0.1,-5.7
O=C(COc1ccc([N+](=O)[O-])cc1Cl)NCCN1C(=O)CSC1=O,4.7,2.2,4.5,16.8,8.7,-4.2,-1.3,-1.4,-3.1,-2.2,-13.0
COc1ccccc1Nc1nc(N)nc(CN(C)C2CCCCC2)n1,9.0,-0.5,-0.6,2.6,-2.9,-3.3,-3.0,0.7,-9.7,-6.4,-24.2
COCCN1C(=O)C(=O)/C(=C(/O)c2ccc(S(=O)(=O)N3CCOCC3)cc2)C1c1cccc(O)c1 (stereo unspecified),-0.4,0.6,1.8,-9.4,-4.8,-3.6,0.3,-2.8,-10.2,-3.0,-38.6

Complete entries, quoted from the list:
CCc1ccccc1NC(=O)CN(C1CCCCC1)S(C)(=O)=O is listed with HTR5A ag = -1.7; CDK5 inh = -1.2; phage Ecoli inh = 2.5; Mot1-301 SUMO = -5.0; PKA-R2B act = 5.9; PKA-R1A activ = -1.1; AddAB inh = -0.3; DAGLB inhibitor = -0.7; Tat transport = -11.0; Ecoli viability = -2.2; HTR5A inv ag = 6.5
Cc1ccc(NS(=O)(=O)c2ccc(Cl)s2)cc1S(=O)(=O)N(C)C is listed with HTR5A ag = 4.5; CDK5 inh = -0.1; phage Ecoli inh = 3.8; Mot1-301 SUMO = 10.4; PKA-R2B act = -12.7; PKA-R1A activ = 4.0; AddAB inh = 4.0; DAGLB inhibitor = 2.3; Tat transport = -5.5; Ecoli viability = -0.1; HTR5A inv ag = -5.7

Next results follow.
compound,HTR5A ag,CDK5 inh,phage Ecoli inh,Mot1-301 SUMO,PKA-R2B act,PKA-R1A activ,AddAB inh,DAGLB inhibitor,Tat transport,Ecoli viability,HTR5A inv ag
CCOC(=O)c1ccc(NC(=O)CN(c2ccc(C)cc2)S(=O)(=O)c2c(C)n[nH]c2C)cc1,5.1,-0.9,0.0,-37.5,-22.9,-1.6,0.9,-3.3,3.3,0.0,3.3
CCN1CCN(C(=O)CN2C(=O)c3cccc4cccc2c34)CC1,-3.0,-0.4,1.4,23.2,-7.4,-2.9,2.7,0.4,2.1,0.1,4.6
C/C(=N\NC(=O)Cc1c(C)[nH][nH]c1=O)c1ccc(Cl)c(Cl)c1,0.6,0.3,3.4,5.4,-11.5,-1.1,0.4,-3.0,2.4,-1.0,3.0
COc1ccc(N2CCN(C(=O)CNC(=O)Cn3cnc4sc(C)c(C)c4c3=O)CC2)cc1,-2.3,0.4,2.6,-3.6,-15.6,-12.8,2.1,-0.8,-0.3,0.2,-25.8
CC(=O)Nc1ccc(S(=O)(=O)Nc2nc3ccccc3nc2Nc2ccc(O)cc2)cc1,0.0,0.2,0.2,-4.8,-4.6,-17.5,0.1,5.4,16.7,-1.8,0.1
Cc1ccc(NC(=O)CC2CCCC2)c(Br)c1,4.6,-1.4,0.1,-1.1,-2.4,-1.6,1.9,-2.3,-4.1,1.1,-14.2
O=C(COc1ccccc1Br)NCCC1=CCCCC1,0.8,0.2,1.9,1.6,-0.7,-2.2,-1.6,-13.6,12.8,-3.9,-1.9
COc1ccc(NC(=S)Nc2cccc3cnccc23)cc1,2.3,.,1.3,7.0,2.8,-3.2,0.2,-0.1,-4.6,-1.4,4.6
CCNC(=O)COc1ccc(Br)cc1Cl,7.2,2.0,-1.6,.,-6.7,-4.5,2.2,-5.0,-6.8,0.3,-11.2
CC(Oc1ccccc1Cl)C(=O)Nc1ccc(S(=O)(=O)N2CCOCC2)cc1 (stereo unspecified),2.9,-0.1,1.5,.,-6.3,-8.0,.,1.4,4.7,.,-10.6
CCOc1ccc(S(=O)(=O)NCc2ccccn2)cc1,2.7,0.5,-0.6,-12.2,-1.0,-2.5,0.5,1.3,-6.2,-1.8,-22.0
COc1ccc(NC(=O)c2cc(-c3ccccc3)nc3c2cnn3C(C)C)cc1,5.0,1.4,1.8,-0.8,3.9,-3.5,-0.8,-2.2,3.2,-1.2,-13.9
CC(=O)c1ccc(NC(=S)Nc2cccc(S(=O)(=O)Nc3c(C)n(C)n(-c4ccccc4)c3=O)c2)cc1,0.4,-0.8,-2.9,12.1,-13.4,4.0,-0.2,2.5,5.6,0.5,-1.2
